SNCA expr inh = Primary qHTS assay for inhibitors of alpha-synuclein gene (SNCA) expression | HEK-293 SNCA-luciferase knock-in, luminescence, 24 h | Potency, µM (top dose mostly 57.2 µM), for inactives: at the top dose activity change, negative = inhibition, usual class: inhibitors | actives 0.17% (n = 140,000);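 further: potency means the concentration at half of the fitted maximal effect; plate controls were DMSO cells for no effect and cell-free wells for full effect; nearly all actives have a fitted effect of over 45% in size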
GPT2 inh = Primary qHTS assay for inhibitors of Glutamate pyruvate transaminase 2 (GPT2) | Recombinant GPT2, coupled pyruvate oxidase/HRP Amplex Red fluorescence | AID 1671188, 2021 | Alanine aminotransferase 2 (Homo sapiens), Q8TD30 | actives 0.25% (n = 100,000) | Potency, µM (series often up to 57.7 µM), for the others: at the top dose activity change, negative = inhibition, most hits filed as inhibitors; further: potency means the concentration at half of the fitted maximal effect; nearly all actives have a fitted effect of over 60% in size; many of its hits are not listed in these tables
Target sequence (Q8TD30 whole entry, looked up): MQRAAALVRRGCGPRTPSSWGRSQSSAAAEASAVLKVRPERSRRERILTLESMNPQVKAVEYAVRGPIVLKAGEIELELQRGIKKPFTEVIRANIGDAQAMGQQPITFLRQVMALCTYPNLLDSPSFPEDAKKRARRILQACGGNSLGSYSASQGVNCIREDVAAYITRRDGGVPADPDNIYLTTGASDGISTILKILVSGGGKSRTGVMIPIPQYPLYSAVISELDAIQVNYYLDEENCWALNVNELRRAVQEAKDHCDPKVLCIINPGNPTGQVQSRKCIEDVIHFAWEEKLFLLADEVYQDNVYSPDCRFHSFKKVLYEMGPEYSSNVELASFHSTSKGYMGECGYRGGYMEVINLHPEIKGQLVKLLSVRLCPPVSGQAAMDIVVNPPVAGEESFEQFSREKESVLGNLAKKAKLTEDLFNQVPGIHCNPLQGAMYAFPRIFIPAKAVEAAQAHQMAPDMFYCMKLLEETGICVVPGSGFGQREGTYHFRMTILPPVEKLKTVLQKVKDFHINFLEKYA
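Fluorescence read-out: pyruvate from GPT2 turnover coupled to pyruvate oxidase, HRP and Amplex Red (0.2mM ThPP, 0.2U/mL PO and HRP, 50uM Amplex final). Substrates 250uM a-KG, 2mM L-alanine; enzyme 10ng/uL; 30 min RT.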
IP6K1 inhibitor = Primary qHTS assay for small molecule inhibitors of Inositol hexaphosphate kinase 1 (IP6K1) | Inositol hexakisphosphate kinase 1 (Homo sapiens), Q92551 | IP6K1 kinase, ADP-Glo luminescence, 2 h; hits give low values | activity change, % (series mostly up to about 58 µM) | AID 1645851, 2021 | actives 0.81% (n = 140,000); in the data active means activity change below about -25%
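ADP-Glo luminescence measures ADP made by human IP6K1 during a 2 h RT reaction with ATP/IP6 (mix at 1.3 mM/130 uM); top library doses 57.5 and 19.1 uM final.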
Luciferase inh = Firefly luciferase inhibition profiling of diverse chemical library using quantitative high-throughput screening; Luciferin 4-monooxygenase (Photinus pyralis), P08659; purified P. pyralis luciferase, luminescence, biochemical; Potency, µM (doses to about 115 µM), for inactives: at the top dose activity change, negative = inhibition, hits mostly inhibitors; actives 2.5% (n = 76,000); AID 1347043, 2019; further: potency means the concentration at half of the fitted maximal effect; nearly all actives have a fitted effect of over 65% in size
Target sequence (P08659 whole entry, looked up): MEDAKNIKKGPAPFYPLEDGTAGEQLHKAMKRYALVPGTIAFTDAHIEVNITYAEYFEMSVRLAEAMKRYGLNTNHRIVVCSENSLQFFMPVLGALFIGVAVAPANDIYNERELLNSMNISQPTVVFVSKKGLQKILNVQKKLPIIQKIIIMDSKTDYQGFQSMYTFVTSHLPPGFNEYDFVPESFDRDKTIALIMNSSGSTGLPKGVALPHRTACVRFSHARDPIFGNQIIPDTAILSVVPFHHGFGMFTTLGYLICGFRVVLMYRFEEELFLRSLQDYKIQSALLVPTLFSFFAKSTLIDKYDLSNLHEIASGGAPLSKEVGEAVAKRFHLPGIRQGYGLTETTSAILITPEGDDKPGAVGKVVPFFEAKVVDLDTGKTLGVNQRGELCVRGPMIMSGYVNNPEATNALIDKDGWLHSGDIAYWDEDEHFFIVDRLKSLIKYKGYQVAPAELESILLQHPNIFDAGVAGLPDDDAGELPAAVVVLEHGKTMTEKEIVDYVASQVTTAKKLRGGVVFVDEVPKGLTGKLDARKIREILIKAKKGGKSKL
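Purified P. pyralis luciferase (10nM final) in 50mM Tris acetate pH 7.5, 10mM Mg acetate, 0.01% Tween-20, 0.05% BSA with 10uM D-luciferin and 10uM ATP. Compounds titrated qHTS. Luminescence imaged on CCD.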
HEK293 viab = GF-AFC viability counterscreen for inhibitors of alpha-synuclein gene (SNCA) expression. HEK-293-SNCA-luc viability, GF-AFC fluorescence, 24 h. Potency, µM (series often up to 57.1 µM), for the others: at the top dose activity change, negative = cytotoxicity, actives largely listed as cytotoxic. actives 0.12% (n = 150,000). AID 1671193, 2021;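 further: potency means the concentration at half of the fitted maximal effect; 0% = DMSO-treated cells and -100% = medium-only wells without cells; nearly all actives have a fitted effect of over 30% in size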
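HEK-293-SNCA-luc cells (1500/well) plated 24 h, then exposed 24 h to a dilution series; GF-AFC added 30 min at 37C, fluorescence 405/540 nm; normalised to medium-only and DMSO wells, Hill fit.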
NIH3T3 tox = Cytotoxic Profiling in NIH 3T3 Cell Line of Diverse Libraries Using Quantitative High-Throughput Screening. NIH 3T3 viability, CellTiter-Glo ATP luminescence, 48-72 h. Potency, µM (series often up to 96.7 µM), inactives show top-dose activity change, negative = cytotoxicity, hits mostly inhibitors. actives 4.3% (n = 94,000). AID 1345082, 2018; further: potency means the concentration at half of the fitted maximal effect; nearly all actives have a fitted effect of over 55% in size
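Cells were seeded at 400 per well, treated with pin-transferred compound, and kept 48 or 72 hr at 37 °C before CellTiter-Glo addition and luminescence imaging of cellular ATP.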
HEK293 tox = Cytotoxic Profiling in HEK 293 Cell Line of Diverse Libraries Using Quantitative High-Throughput Screening. HEK 293 viability, ATP luminescence (CellTiter-Glo), 48-72 h. Potency, µM (doses to about 115 µM), for the others: at the top dose activity change, negative = cytotoxicity, most hits filed as inhibitors. actives 6.6% (n = 94,000). AID 1345083, 2018; further: potency means the concentration at half of the fitted maximal effect; nearly all actives have a fitted effect of over 60% in size
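HEK 293 cells at 250 cells/well were exposed to compounds by pintool transfer for 48 or 72 hr at 37 degree Celsius, 5% CO2. Viability was read as ATP-coupled luminescence with CellTiter-Glo after 10 min at room temperature.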
* = called active by the depositor; i = inactive; ? = inconclusive; / = not tested or not shown; & = joins results of further samples; [ ] = another dose, or the depositor's remark. Unless noted, the call rests on the fitted dose curve; in most records, active means well fitted curve in the direction sought with a large enough effect; inconclusive means small, poorly fitted or top-dose-only effect, or another doubt; inactive means no such curve, though single readings can be large; an effect the other way counts as inactive or inconclusive. Unless noted, on the % scale 0 is the no-effect control and ±100 the full control effect. An excerpt. The share of hits here may be higher or lower than overall.

SMILES | SNCA expr inh | GPT2 inh | IP6K1 inhibitor | Luciferase inh | HEK293 viab | NIH3T3 tox | HEK293 tox
Cc1noc(C)c1CC(=O)N1CCCC(c2nn(C)c(=O)n2C(C)C)C1 (stereo not given) | -5% | -13% | 1 | 10% | 11% | 4% | 0%
CCCCS(=O)(=O)N1CCCC(Cn2c(C3CC3)nc3cccnc32)C1 (stereo not given) | 20% | i | 3 | -9% | -3% | ? | ?
COc1ccc(C(CNC(=O)COc2cc(C)cc(C)c2)N2CCOCC2)cc1 (stereo not given) | -1% | / | -8 | / | 6% | / | /
COc1ccc(NC(=O)Cn2c(=O)n(-c3ccc(C)c(C)c3)c(=O)c3c(C)c(C)sc32)cc1 | ? | / | 27 | / | ? | / | /
CCc1noc(-c2cccn3c(CNC(=O)COc4ccccc4)nnc23)n1 | ? | i | -7 | -8% | -5% | -29% | -13%
Cc1cnc2c(c1SCC(=O)NCc1ccccc1Cl)c(=O)n(C)c(=O)n2C | 20% | / | 22 | / | 9% | / | /
COc1ccc2[nH]c(C(=O)NC3CCc4nn(C)c(=O)n4CC3)cc2c1 (stereo not given) | -26% | 1% | -3 | -22% | 14% | -2% | -1%
O=C(c1ccc(F)cc1)N1CCC(Cc2nncn2-c2ccccc2)CC1 | -6% | i | 0 | -5% | -7% | -15% | -8%
O=C(Cn1ccn2nc3c(c2c1=O)CCCC3)NCCC1=CCCCC1 | -14% | -2% | 13 | -12% | 10% | -7% | -8%
O=C(NCc1ccc(F)cc1)c1ccc(CSCc2cccc(Cl)c2)o1 | -19% | / | 4 | / | -1% | / | /
CNC(=O)[C@@H]1CN(Cc2ccc3c(c2)CCO3)C[C@H]1c1nc(COC)no1 | -15% | -12% | 29 | 4% | 4% | -10% | 1%
COc1ccc(C)cc1NC(=O)c1ccc2c(Cl)c3c(nc2c1)CCC3 | 29% | / | 20 | / | -10% | / | /
CN(c1ccc(Cl)cc1)S(=O)(=O)c1nnc(NC(=O)c2ccco2)s1 | 18% | / | 15 | / | 13% | / | /
CC(=O)Nc1ccc(-c2c(C3CC3)nn(-c3cccc(C)c3)c2OC(C)=O)cc1 | -14% | ? | 21 | -8% | ? | i | -9%
Cc1c(C(=O)NCc2ccc(F)cc2)sc2nc3n(c(=O)c12)CCC3 | 1% | / | 0 | / | -6% | / | /
Cc1ccc(CCNc2nc3ccccc3c3nc(-c4ccccc4)nn23)cc1 | -3% | / | 41 | / | 10% | / | /
Cc1ccc(-c2cc(C(=O)NCCc3ccc(F)cc3)c3cnn(C)c3n2)cc1 | -23% | ? | 6 | / | 0% | -27% | ?
Cc1ccc(CN(C(=O)COc2ccccc2[N+](=O)[O-])c2ccccn2)cc1 | 71%[activator] | / | 3 | / | -6% | / | /
O=C(Nc1cccc(Cl)c1)c1cnc2c(c1)N(C(=O)CCc1ccccc1)CCC2 | ? | -13%[88.5 µM] | 5 | -13%[172 µM] | -17%[87.6 µM] | -20%[138 µM] | ?
COC(=O)c1nnn(CC(=O)NC(=O)Nc2ccc(F)cc2)c1C(=O)OC | ? | / | 14 | / | 27% | / | /
COc1cccc(C(=O)N2CCC(N3CC4CC(C3)[C@H]3CCCC(=O)N3C4)CC2)c1 (stereo not given in full) | -6% | i | 7 | -4% | 3% | i | -6%
COc1ccccc1CNC[C@H]1O[C@H](Cc2cc(CN(C)C)on2)CC[C@@H]1O | 2%[87.6 µM] | -1%[88.5 µM] | -2 | -16%[172 µM] | 1%[87.6 µM] | -18%[174 µM] | -26%[172 µM]
Cc1ccc(N2CC(NC(=O)C3CCCC3)CC2=O)cc1 (stereo not given) | -3% | / | 0 | / | -5% | / | /
COc1cc(C(=O)NCCc2csc3nc(-c4ccccc4C)nn23)cc(OC)c1OC | 38%[activator] | / | -8 | / | -6% | / | /

Random excerpt: 3 entries already listed
SMILES | SNCA expr inh | GPT2 inh | IP6K1 inhibitor | Luciferase inh | HEK293 viab | NIH3T3 tox | HEK293 tox
COc1cc(C(=O)NCCc2csc3nc(-c4ccccc4C)nn23)cc(OC)c1OC | 38%[activator] | / | -8 | / | -6% | / | /
Cc1ccc(CN(C(=O)COc2ccccc2[N+](=O)[O-])c2ccccn2)cc1 | 71%[activator] | / | 3 | / | -6% | / | /
COc1cccc(C(=O)N2CCC(N3CC4CC(C3)[C@H]3CCCC(=O)N3C4)CC2)c1 (stereo not given in full) | -6% | i | 7 | -4% | 3% | i | -6%

Going on with the list:
SMILES | SNCA expr inh | GPT2 inh | IP6K1 inhibitor | Luciferase inh | HEK293 viab | NIH3T3 tox | HEK293 tox
C=C(C(=O)O)[C@@H]1CC=C2CCC[C@H](C)[C@@]2(C)C1 | / | 5% | 6 | / | -2% | / | /
COc1ccc(CNC(=O)[C@@H]2Cc3nc[nH]c3CN2Cc2cc3ccccc3o2)cc1 | 3%[87.6 µM] | -10%[88.5 µM] | 23 | 2%[172 µM] | -16%[87.6 µM] | -10%[174 µM] | ?
CCOc1cc(-c2ccc(OC(=O)c3ccccc3F)cc2)cc(=O)c2c(C)oc(C)c12 | -20% | / | -23 | / | -10% | / | /
CCc1ccc(NC(=O)c2ccc(Cn3ccn4nc5c(c4c3=O)CCCC5)cc2)cc1 | -10% | i | 5 | ? | -4% | ? | 20µM*
CC(=O)N1CCCC1c1nc(C2CN(C(=O)CCn3cc(C)cn3)C2)no1 (stereo not given) | 9% | i | 34 | 1% | 4%[12.5 µM] | -7% | -10%
CN(C)CC1(O)CCN(C(=O)Cn2cc(C(=O)C3CC3)c3ccccc32)C1 (stereo not given) | 5% | -1% | -11 | 8% | 8% | -19% | -4%
CCCCOC(=O)CSc1nnc(-c2ccc(C)cc2)o1 | ? | / | -12 | / | 11% | / | /
CCCCN1CCN(C(=O)C2(c3ccc(NC(=O)C(C)C)cc3)CCCCC2)CC1 | 5% | i | 25 | 1% | -4% | i | 8%
NC(=O)[C@H](Cc1cccs1)NC(=O)[C@@]1(O)C[C@@H](O)[C@H](O)[C@@H](NC(=O)NC2CCCCC2)C1 | ? | 1% | -1 | -5% | -3% | i | 0%
C=CCN(C)C(=O)[C@@H]1Cc2cn(Cc3nccn3C)c3cccc(c23)[C@H](CC(C)C)N1 | -14%[87.6 µM] | 2%[88.5 µM] | 9 | 0%[172 µM] | -5%[87.6 µM] | ? | 100µM*
COC(=O)c1sccc1S(=O)(=O)N(CC(=O)NCc1ccc(F)cc1)c1ccc(C)c(C)c1 | -1% | / | -6 | / | -2% | / | /
Cc1noc(-c2ccc(N3CCC(O)(c4cccnc4)CC3)nc2)n1 | -3% | -8% | 6 | -6% | -5% | ? | ?
Cc1noc(-c2ccccc2Cl)c1C(=O)NCCC(c1ccccc1)c1ccccc1 | -6% | 5% | 4 | -3% | -11% | 28µM* | 25µM*
CCc1ccc(CN(Cc2ccco2)c2cnc(S(C)(=O)=O)nc2C(=O)Nc2ccccc2Cl)cc1 | 4% | / | -18 | / | 6% | / | /
Cc1ccc(-c2cc(N)n(-c3ccc(C)cc3)n2)cc1 | 190%[activator] | / | 8 | / | -5% | / | /
CCOC(=O)c1cccc(NS(=O)(=O)c2cc(Br)cc3c2N(C(=O)C2CC2)CC3)c1 | ? | / | 1 | / | -11% | / | /
Cc1ccc(CN2CCCC3(CNc4ccccc4[S+](=O)([O-])N3)C2)cc1 (stereo not given) | 14% | 5% | 7 | 8% | 5% | ? | ?
CC(C)COc1ccc(C(=O)N(Cc2ccc(N(C)C)cc2)Cc2ccco2)cc1 | ? | / | 3 | / | -14% | / | /
CN1C[C@H](NC2CCOCC2)CCC[C@@H](C(=O)NCc2cc(F)cc(F)c2)CC1=O | 13%[87.6 µM] | 3%[88.5 µM] | -10 | -28%[172 µM] | 1%[87.6 µM] | -37%[138 µM] | -25%[172 µM]
CN(Cc1ccccc1F)C1CCc2ccccc21 (stereo not given) | 5%&-9%[87.6 µM] | -8%[88.5 µM] | 5&8 | 3%&6%[172 µM] | -3%&-2%[87.6 µM] | -3%&-22%[138 µM] | ?
COCCNC(=O)[C@H]1C[C@H](Oc2ccccc2)CN1CC1CC1 | 1% | i | 30 | 14% | -3% | -4% | -1%
Cc1ccc(CNC(=O)CN2C(=O)C(c3ccccc3)=NC23CCCCC3)cc1 | 8% | 0% | 4 | -10% | -4%[12.5 µM] | ? | ?
CCCN(CC1CCOC1)S(=O)(=O)c1cccc(C(F)(F)F)c1 (stereo not given) | 4% | i | 0 | 8% | -5% | -2% | -29%
C=CCNC(=O)N[C@H]1C[C@H]2C(=O)Nc3ccccc3C(=O)N2C1 | 8%[87.6 µM] | -17%[88.5 µM] | 0 | -2%[172 µM] | 7%[87.6 µM] | -1%[174 µM] | -3%[172 µM]
O=C(Cc1cccc(Cl)c1)N1CCN(C(=O)c2nc3cccnc3n(Cc3ccccc3)c2=O)CC1 | 0% | i | 4 | / | -4%[12.5 µM] | ? | ?
CC(=O)Nc1ccc(NC(=O)c2ccc3c(c2)CCN3S(=O)(=O)c2ccc(Cl)cc2)cc1 | -2% | / | -15 | / | -10% | / | /
Cc1ccc(OCCC2CCN(C(=O)CCCC(=O)n3nc(C)c4ccccc43)C2)cc1 (stereo not given) | ? | i | -8 | 8% | -21% | ? | 40µM*
O=C(N[C@@H]1COCC[C@@H]1OCC1CC1)c1conc1-c1ccccc1 | -24% | ? | 20 | -5% | -1% | -16% | -5%
O=C1COc2ccc(-c3ccncc3)nc2CN1CCOc1ccccc1 | -17%[87.6 µM] | i | -4 | 2%[172 µM] | -4%[87.6 µM] | -23%[138 µM] | ?
COCCNC(=O)CN1C(=O)COc2ccc(S(=O)(=O)N3CCOCC3)cc21 | -4% | / | -7 | / | 9% | / | /
CCOC(=O)[C@H]1[C@@H](O)C(=O)N(C(C)C)C12CCN(C(=O)c1cc3ccccc3s1)CC2 | / | / | 17 | / | / | ? | -16%
COc1ccc(CN2CCc3nc(C(C)C)nc(-c4ccc(O)cc4)c3C2)cc1 | -5% | -29% | -4 | -6% | -1% | ? | ?
CCn1cc(-c2nc3c([nH]2)CC(C)(C)CNC3=O)cn1 | -29% | -4%[11.5 µM] | 8 | 11% | -6% | 2% | -1%
CC(=O)c1ccc(NC(=O)CSc2nnc(N)s2)cc1 | 145%[activator] | / | -31* | / | -3% | / | /

Screening results deposited in PubChem BioAssay by National Center for Advancing Translational Sciences (NCATS).
